M1 antag: blocks human M1 muscarinic receptor; CHO-K1 hM1, Fluo-8 calcium fluorescence, ACh EC80 antagonist; inhibition, % at 3 µM; AID 588852; hit rate 1.3% among 360,000; P11229;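 active = percent inhibition above its own plate's cutoff, namely the mean of that plate's compound wells plus 3 SD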;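 also: peak over basal fluorescence ratio during 140 s after agonist addition; 0% = ACh EC80 plus DMSO and 100% = DMSO alone without agonist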
Target sequence (P11229 whole entry, looked up): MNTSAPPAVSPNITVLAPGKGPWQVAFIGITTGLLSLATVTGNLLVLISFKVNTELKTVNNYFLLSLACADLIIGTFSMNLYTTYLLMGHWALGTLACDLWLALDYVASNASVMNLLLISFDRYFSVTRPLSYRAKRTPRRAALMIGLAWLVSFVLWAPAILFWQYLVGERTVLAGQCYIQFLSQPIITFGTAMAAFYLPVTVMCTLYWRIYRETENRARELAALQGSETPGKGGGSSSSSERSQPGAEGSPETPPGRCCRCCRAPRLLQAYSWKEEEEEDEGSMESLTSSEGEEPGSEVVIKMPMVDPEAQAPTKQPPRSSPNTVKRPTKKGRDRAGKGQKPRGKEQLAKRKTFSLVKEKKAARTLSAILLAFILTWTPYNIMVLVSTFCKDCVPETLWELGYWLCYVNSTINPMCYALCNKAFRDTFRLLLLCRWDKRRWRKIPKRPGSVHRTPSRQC
OXTR potentiate: human OXTR potentiation; AID 2445; hit rate 0.061% among 320,000; activation, % at 3 µM; P30559; CHO-OTR cells, Fluo-8 calcium fluorescence, potentiator mode; 0% = oxytocin EC15, 100% = EC100;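 active = activation above that plate's cutoff, the mean activation of tested compounds plus 3 SD, cut at about 6.6% in these data, passing the limit was not always enough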;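 also: 100% uses oxytocin at 75 nM as the full agonist control; some results filed as inactive read as strong as hits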
Target sequence (P30559 whole entry, looked up): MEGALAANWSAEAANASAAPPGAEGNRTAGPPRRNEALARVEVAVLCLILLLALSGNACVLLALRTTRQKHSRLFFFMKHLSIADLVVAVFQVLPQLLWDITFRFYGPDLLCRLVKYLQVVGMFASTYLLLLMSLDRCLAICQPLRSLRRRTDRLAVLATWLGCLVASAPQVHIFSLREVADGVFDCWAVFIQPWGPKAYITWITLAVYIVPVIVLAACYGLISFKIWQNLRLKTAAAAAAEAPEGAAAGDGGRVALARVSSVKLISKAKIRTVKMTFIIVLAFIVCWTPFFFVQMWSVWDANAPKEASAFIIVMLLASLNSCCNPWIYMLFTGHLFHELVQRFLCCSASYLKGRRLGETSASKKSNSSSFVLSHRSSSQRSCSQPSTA
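Dosing: Single dose, 3.0 µM nominal final compound concentration | Material: Human OTR in CHO cells | Technique: Kinetic Fluo-8 calcium fluorescence | Benchmarks: EC15 oxytocin alone as 0%, 75 nM oxytocin as 100% | Probe or stimulus: Oxytocin at about EC15, sub-maximal agonist stimulus | Incubation: Compound 6 min at room temperature before oxytocin, 100 s read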
CHO-K1 Ca ag: counter-screen for M1 agonists: effect in parental CHO-K1 cells; hit rate 0.48% among 360,000; activation, % at 3 µM; Fluo-8 calcium fluorescence; scaled to maximal ATP response, vehicle zero; in the data active = activation above about 15%;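 also: untransfected CHO-K1 host cells lacking M1 receptor as counterscreen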
TAAR1 ag: agonists of human TAAR1. Q96RJ0. CHO RD-HGA16 TAAR1, Fluo-8 calcium fluorescence; vehicle wells 0%, saturating PEA agonist 100%. activation, % at 3 µM. hit rate 0.99% among 360,000;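 active = activation above the mean activation of all test compounds in the run plus 3 SD, cut at about 38% in these data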
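Signal – calcium-sensitive Fluo-8 signal, excitation 470-495, emission 515-575 nm · System – RD-HGA16 (CHO) cells co-expressing Gα16 and hTAAR1 · Incubation – 17-24 h seeding, 75 min 37 °C dye, 30 min RT · Compound dosing – 3 µM single concentration · Repeats – no replicates (n 1)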
CHO parental Ca: signal in parental CHO cells, OX1R antagonist counter-screen | parental CHO-K1, ATP-induced calcium, Fluo-8 fluorescence | inhibition, % at 5.6 µM | hit rate 0.63% among 330,000;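 active = inhibition above that plate's mean sample inhibition plus 3 SD, cut at about 26% in these data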;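 also: 0% = ATP-challenged DMSO wells and 100% = DMSO wells without ATP; some compounds past the cut are filed as inactive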
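Material: parental CHO cells / Compound: single nominal dose of 5.6 µM per compound / Signal: Fluo-8 fluorescence / Replicates: singlicate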
M1 ag: agonists of human M1 muscarinic receptor. P11229. CHO-K1 hM1, Fluo-8 calcium fluorescence, agonist mode; 0% DMSO, 100% acetylcholine EC100. activation, % at 3 µM. hit rate 0.33% among 360,000. AID 588814;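 active = activation above the run's mean compound activation plus 3 SD, cut at about 16% in these data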;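 also: peak over basal fluorescence ratio within a 140 s kinetic read after compound addition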
TAAR1 antag: antagonists of human TAAR1; Q96RJ0; CHO RD-HGA16 TAAR1, Fluo-8 calcium fluorescence, antagonist; inhibition, % at 3 µM; hit rate 1.5% among 360,000; AID 624466;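 active = inhibition above a per-plate cutoff, the mean inhibition of test compounds on that plate plus 3 SD, cut at about 49% in these data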;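 also: 0% = DMSO plus EC80 beta-PEA response and 100% = DMSO alone without agonist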
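System: CHO RD-HGA16 cells bearing hTAAR1. Reagent: EC80 β-phenethylamine stimulus. Schedule: seeding 17-24 h prior, 75-min 37 °C, 30-min RT dye loading. Signal: Fluo-8 intracellular calcium dye fluorescence, real-time kinetic reads. Read-out: % inhibition from peak post-agonist over basal fluorescence ratio. Benchmarks: vehicle wells and EC80 agonist wells. Replicates: n of 1.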
CHO-K1 Ca antag: M1 antagonist counterscreen hit in parental CHO-K1 cells; ATP-induced calcium, Fluo-8 fluorescence; inhibition, % at 3 µM; hit rate 0.6% among 360,000; AID 602250;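 active = inhibition above a per-plate cutoff, the plate's mean sample inhibition plus 3 SD, cut at about 24% in these data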;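 also: 0% = DMSO plus EC80 ATP and 100% = DMSO alone without ATP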
M1 PAM parental: nonselective activator or artifact in parental CHO-K1 calcium assay; ATP EC20, Fluo-8 calcium fluorescence; 0% at ATP EC20, 100% at ATP max; activation, % at 3 µM; hit rate 0.02% among 360,000;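 active = activation above the run cutoff, the mean activation of all test compounds plus 3 SD, cut at about 40% in these data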;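 also: peak over basal fluorescence ratio in a 140 s read after ATP addition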
* marks the source's active call; other numbers are inactive results; nt = no result given.

SMILES	M1 antag	OXTR potentiate	CHO-K1 Ca ag	TAAR1 ag	CHO parental Ca	M1 ag	TAAR1 antag	CHO-K1 Ca antag	M1 PAM parental
COc1ccccc1CN1C(=NC(=O)C2CCCCC2)SC2CS(=O)(=O)CC21 (stereo not given)	-19	-2	1.1	3	5	0	-14	-7	5
CC(C)N1CC(O)=C(c2nc3ccccc3c(=O)[nH]2)C1=N	2	0	1.5	1	-5	-5	0	-7	20
Cc1noc(C)c1S(=O)(=O)N1CCCC(C(=O)NCc2ccccn2)C1 (stereo not given)	-28	-4	-0.1	4	2	-3	-1	-6	15
O=C(Nc1nc2cc(Cl)ccc2s1)C1CCCN(S(=O)(=O)c2cccc3cccnc23)C1 (stereo not given)	-16	0	1.6	nt	-23	-2	nt	-13	35
CC(=O)Nc1ccc2c(c1)Cc1c(F)cccc1-2	-25	nt	1.9	0	nt	-1	-13	-14	8
CC(C)c1ccc(CNc2cc(N3CCCC3)ccc2[N+](=O)[O-])cc1	13	-13	1.1	1	8	-7	-8	-28	33
N=c1c(C(=O)NCc2ccco2)cc2c(=O)n3ccccc3nc2n1Cc1ccc(Cl)cc1	4	-10	0.1	-2	-13	-4	-20	-5	18
CC1CCCC(NC(=O)c2cccc(S(=O)(=O)N3CCCCC3)c2)C1C (stereo not given)	-4	-2	0.4	-2	-14	-3	-36	-3	-6
Cc1ccc(-c2nc3cc(C)c(Br)c(C)n3c2CC(C)(C)C)cc1	-5	nt	0.0	-1	nt	-1	-31	-8	10
O=C(NC1=NCCS1)c1cc(Cl)ccc1Cl	13	-8	11	7	-8	3	-9	6	7
CCC(C)NC(=S)Nc1ccccc1 (stereo not given)	-10	nt	1.0	0	nt	-5	-15	-13	8
Cc1onc(-c2c(F)cccc2Cl)c1C(=O)N(Cc1ccccc1)C(C)C	-14	-7	-0.7	0	-27	-1	-9	-10	6
O=C(O)CC12CC3CC(C1)CC(n1ncc(N4CCC5(CC4)OCCO5)c(Cl)c1=O)(C3)C2	-15	-3	-0.2	0	-7	-2	5	-4	-2
CCc1ccc(/C=N/NC(=O)c2cc(-c3ccccc3OC)nc3ccccc23)s1	2	-9	0.0	12	-22	-4	6	-1	10
COc1ccc(OCC(=O)N2CCN(C(=O)c3ccccc3)CC2)cc1	-7	-4	-0.1	17	10	-3	-3	-3	11
Cc1ccccc1-n1c(SCC(=O)N2CCC(C(=O)O)CC2)nnc1-c1ccncc1	-6	-16	-0.1	4	-11	-5	-15	-20	-4
CC1(C(=O)NS(=O)(=O)c2cccc(C#N)c2)CCN1C(=O)C1(c2ccc(Cl)cc2)CC1 (stereo not given)	-3	nt	0.4	0	nt	-2	-6	-6	17
COc1cccc(C(=O)O/N=C2\CCS(=O)(=O)c3sccc32)c1	-9	-12	0.1	7	-17	-3	-11	-16	9
Cc1ccc(C(=O)Nc2nnc(COc3ccccc3)s2)cc1	-3	-8	0.6	0	-12	-3	-7	-14	0
CSc1ccc(S(=O)(=O)NCC(=O)OCC(=O)N(C)CC(=O)Nc2ccccc2Cl)cc1[N+](=O)[O-]	-18	-19	1.1	0	-22	-2	-3	-18	11
O=C1/C(=C/c2ccccn2)SC(=S)N1Nc1ncc(C(F)(F)F)cc1Cl	-6	nt	-0.1	3	nt	-3	-32	-6	9
CCOC(=O)c1[nH]nc(-c2cc(CC)c(O)cc2O)c1-c1cscn1	-5	-2	14	7	-13	-4	10	1	17
CC(C)C(NS(=O)(=O)c1cccc2nsnc12)C(=O)N1CCCCC1 (stereo not given)	-14	-2	0.5	3	0	-3	-11	-8	20
O=C(O)CNS(=O)(=O)/C=C/c1ccccc1	1	-3	-0.2	2	-5	-5	-8	4	-9
CC(=O)N1CCN(CC(=O)Nc2cc(S(=O)(=O)N3CCCCC3)ccc2C)CC1	-3	-9	0.9	1	4	-2	8	-22	10

As entered above.
For OXTR potentiate, COc1ccccc1CN1C(=NC(=O)C2CCCCC2)SC2CS(=O)(=O)CC21 (stereo not given) has -2
For CHO-K1 Ca ag, CC(C)c1ccc(CNc2cc(N3CCCC3)ccc2[N+](=O)[O-])cc1 has 1.1

Additional entries.
SMILES	M1 antag	OXTR potentiate	CHO-K1 Ca ag	TAAR1 ag	CHO parental Ca	M1 ag	TAAR1 antag	CHO-K1 Ca antag	M1 PAM parental
Cc1cc(/C=N/NS(=O)(=O)c2ccc(F)c(Cl)c2)no1	-12	10	0.3	0	0	-2	-25	-5	14
CCSc1nnc(NC(=O)C2(C)Cc3ccccc3C(=O)O2)s1 (stereo not given)	12	-4	-0.7	15	-9	-4	-12	0	-10
Cc1cc2cc(CN(CC3CCCO3)C(=S)NCc3ccco3)c(=O)[nH]c2cc1C (stereo not given)	-3	-6	-0.4	-1	-27	-8	5	-12	16
COc1ccc(NC(=O)CSc2nnc(Cc3ccccc3)o2)c(OC)c1	-4	-4	0.6	2	-8	9	-22	-25	18
Cc1cc2c(c(SCC#N)n1)C(=O)OC2	0	2	5.3	1	-1	-3	-13	-4	13
CCOn1c(=O)c(=O)n(OCc2ccccc2)c2ccccc21	-2	-17	0.6	1	-11	-3	7	-5	21
CN(C)c1ncc(C(=O)O)cn1	-8	0	-0.5	0	-3	0	15	11	-7
CCCC(O)(c1ccc(Br)cc1)C(CN1CCOCC1)c1ccc(Cl)cc1 (stereo not given)	18	-8	3.4	3	-51	-5	-16	-8	-5
COc1ccc(-c2noc(Cn3cc(S(=O)(=O)N4CCCC4)ccc3=O)n2)cc1	3	-5	0.5	2	-6	-3	16	-10	13
COC(=O)N(C)C[C@H]1OCc2cn(nn2)CCCC(=O)N([C@@H](C)CO)C[C@@H]1C	13	nt	0.6	1	nt	-6	0	6	6
CCN(CC)S(=O)(=O)c1ccc2nc(COC(=O)c3n[nH]c4ccccc34)[nH]c2c1	-11	-15	0.2	6	13	1	9	0	12
CCOc1ccc(NC(=O)CSc2nnc(C(C)C)n2CC)cc1	-22	-3	-0.3	4	-10	-4	0	-6	8
CN(Cc1ccccc1)C(=O)CSc1nc2c(c(C(F)(F)F)n1)CCc1ccccc1-2	9	-8	1.4	2	-3	-3	4	3	10
CC1Cc2ccccc2N1C(=O)CSc1nnc2c(n1)[nH]c1ccccc12 (stereo not given)	2	1	0.7	11	-18	-2	15	-1	11
CCOc1ccc(-c2cc(C(=O)NCCCn3ccnc3)c3cc(Br)ccc3n2)cc1	2	-11	3.9	6	-4	-2	42	7	-10
Cc1nnc(Cc2ccccc2)c2n[nH]c(C)c12	-5	nt	0.4	2	nt	0	-7	-9	-8
N=c1oc2c3c4c(cc2cc1C(=O)Nc1ccccc1)CCCN4CCC3	-5	-21	-0.5	nt	62*	2	nt	17	-30
Cc1cn([C@H]2C[C@H](O)[C@@H](CCC(=O)NCCc3c[nH]c4ccccc34)O2)c(=O)[nH]c1=O	-11	nt	0.6	0	-14	-2	2	-3	14
CCCC(=O)Nc1cc(OC)c(C(=O)OC)cc1Cl	2	0	-0.2	4	-12	-5	-21	-8	2
COc1ccc(Cn2c(=O)[nH]c3cc(C(=O)N4CCN(c5ccc(OC)cc5)CC4)ccc3c2=O)cc1	-7	8	0.5	nt	-1	-4	nt	-7	-3
COc1cc(O)c(C(C)=O)cc1OC	-28	-5	0.2	7	-18	-2	-8	-8	15
COC(=O)c1sccc1NC(=O)CC1C(=O)NCCN1C(=O)c1ccc(C)c(C)c1 (stereo not given)	13	-4	-0.3	0	-11	-4	-3	10	-24
CN(C)S(=O)(=O)c1cccc(C(=O)Nc2cc3c(cc2C(=O)O)OCCCO3)c1	-1	-2	4.8	1	-12	-3	-15	2	8
COc1ccccc1/C=C1\SC(=S)N(NS(=O)(=O)c2ccc(C)cc2)C1=O	-7	-15	0.9	3	-7	-4	9	-5	20
CN(c1ccccc1C(=O)N1CCN(c2cccc(Cl)c2)CC1)S(C)(=O)=O	-2	-3	1.7	5	-14	-1	10	-27	8

Following part:
SMILES	M1 antag	OXTR potentiate	CHO-K1 Ca ag	TAAR1 ag	CHO parental Ca	M1 ag	TAAR1 antag	CHO-K1 Ca antag	M1 PAM parental
O=C(N/C(=C\c1ccc(Br)cc1)C(=O)N1CCCC1)c1cccs1	0	-9	0.8	0	-11	-3	5	-2	-3
CCOc1ccc(CCNC(=O)CN2C(=O)NC3(CCCCC3)C2=O)cc1OCC	-7	-11	0.5	3	-19	-1	-12	4	4
CCNC(=S)N(Cc1ccco1)Cc1cc2cc3c(cc2[nH]c1=O)OCCO3	-4	-1	7.3	2	-26	-6	9	-13	29
O=C(NN1CCOCC1)c1cccc(F)c1	-8	-7	0.2	8	10	-3	-10	-4	10
CCOc1cc(C(N)=O)cc(Br)c1OCC	-11	-5	0.6	-1	-15	-5	21	-10	29
CN1/C(=C/C=N/n2cnnc2)C(C)(C)c2ccccc21	3	-2	-0.3	4	-3	-4	-12	-7	7
CCC(C(=O)Nc1ccc2[nH]ncc2c1)c1ccccc1 (stereo not given)	-25	-6	1.2	0	-8	-4	-5	-15	15
COc1ccc(NC(=O)CC2SC(N3CCCCC3)=NC2=O)cc1OC (stereo not given)	11	0	0.0	2	-6	1	-8	11	-10
CC(C)Cc1nc(C(N)=O)c2[nH]c(=O)n(-c3ccc(F)cc3)c2n1	-14	1	-0.4	1	1	-2	-19	-3	13
COc1ccc(Nc2nc(N)nc(CSC(=S)N3CCCCC3C)n2)cc1 (stereo not given)	8	-2	22*	-3	-34	1	-20	7	3
O=S(=O)(NCCCc1ccccc1)c1ccccc1	-5	-12	0.5	1	-4	-6	0	-6	7
CC(=O)NC(c1ccco1)c1cc(Cl)c2ccccc2c1O (stereo not given)	-3	2	-0.1	2	-15	-5	-10	-8	3
NS(=O)(=O)c1ccc(CCNC(=O)CCCC2=NS(=O)(=O)c3ccccc3N2)cc1	3	-11	-0.2	21	-9	0	-11	1	-5
COC(=O)c1onc(-c2c(C)cc(C)cc2C)c1C(=O)OC	7	-6	-0.4	14	-19	4	19	9	0
COc1cccc(S(=O)(=O)N(C)C[C@@H]2Oc3cc(C#CCN(C)C)ccc3S(=O)(=O)N([C@H](C)CO)C[C@@H]2C)c1	-7	nt	0.2	2	nt	-9	13	3	0

Five entries out of the list above, sorted by the number in OXTR potentiate, high to low.
smiles | M1 antag | OXTR potentiate | M1 ag
CC(=O)NC(c1ccco1)c1cc(Cl)c2ccccc2c1O (stereo not given) | -3 | 2 | -5
COc1ccc(NC(=O)CC2SC(N3CCCCC3)=NC2=O)cc1OC (stereo not given) | 11 | 0 | 1
COC(=O)c1onc(-c2c(C)cc(C)cc2C)c1C(=O)OC | 7 | -6 | 4
O=C(NN1CCOCC1)c1cccc(F)c1 | -8 | -7 | -3
NS(=O)(=O)c1ccc(CCNC(=O)CCCC2=NS(=O)(=O)c3ccccc3N2)cc1 | 3 | -11 | 0

Bioassay records as filed in PubChem BioAssay.
